# Pf gamet viab: late stage P. falciparum gametocyte viability inhibitors, primary screen, ATP luminescence, HTS | actives 0.065% (n = 150,000) | P. falciparum stage V gametocytes, 24 h | inhibition, % at 10.9 µM;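 active means inhibition above the mean plus 3 SD of compounds within the control limits, set per campaign, cut at about 38% in these data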;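 further: 0% = DMSO wells and 100% = medium only without gametocytes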
# HRas wt GTP bind: modulators of GTP binding to HRas wildtype, primary screen, biochemical, bead-based flow cytometry, multiplex. GTPase HRas (Homo sapiens), P01112. GST-Ras wt beads, Bodipy-FL-GTP binding; actives lie on both sides. GTP binding activity, % at 10 µM. actives 0.14% (n = 190,000). AID 759, 2007;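 active means GTP binding activity at least 20% away from the 100% baseline, either lowered as inhibitor or raised as activator; inconclusive means flagged as likely green fluorescent, judged across all proteins in the well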;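 further: 0% = unlabeled GTP competition control and 100% = no-compound control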
# Target sequence (P01112 whole entry, looked up): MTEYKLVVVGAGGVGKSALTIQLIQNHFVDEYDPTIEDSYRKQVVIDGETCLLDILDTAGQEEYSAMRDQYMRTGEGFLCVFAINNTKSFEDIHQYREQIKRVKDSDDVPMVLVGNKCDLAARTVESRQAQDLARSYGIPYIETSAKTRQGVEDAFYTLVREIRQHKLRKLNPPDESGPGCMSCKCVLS
# RGS8-Gao: RGS8-Galphao binding modulators, primary screen, biochemical, multiplexed bead flow cytometry. Guanine nucleotide-binding protein G(o) subunit alpha (Homo sapiens), P09471. actives lie on both sides. response (percent of control binding), % at 10 µM. actives 0.34% (n = 220,000). AID 1423, 2008; in the data active means response below about 60% or above about 140%; inactive means in between;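 further: Galphao activated as the GDP aluminium fluoride complex binding bead-coupled RGS8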
# Target sequence (P09471 whole entry, looked up): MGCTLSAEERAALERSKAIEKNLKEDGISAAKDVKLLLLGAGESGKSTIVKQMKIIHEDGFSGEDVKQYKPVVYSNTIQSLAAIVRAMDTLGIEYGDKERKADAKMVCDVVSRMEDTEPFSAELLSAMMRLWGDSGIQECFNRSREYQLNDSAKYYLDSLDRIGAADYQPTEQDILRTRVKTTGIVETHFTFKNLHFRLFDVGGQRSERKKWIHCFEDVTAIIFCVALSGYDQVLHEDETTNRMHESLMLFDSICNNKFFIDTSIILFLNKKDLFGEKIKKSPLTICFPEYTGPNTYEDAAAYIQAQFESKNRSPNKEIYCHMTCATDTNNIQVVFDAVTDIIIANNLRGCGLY
# Mcl1 Bid PPI: Mcl-1/Bid binding inhibitors, primary screen, biochemical, TR-FRET, 1536-well | actives 0.97% (n = 220,000) | inhibition, % at 21.7 µM | TR-FRET Mcl-1/Bid-Dy647 peptide binding | Induced myeloid leukemia cell differentiation protein Mcl-1 (Homo sapiens), Q07820;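 active means compounds that cut the binding signal by more than half at the single screening dose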;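 further: His-tagged Mcl-1 with europium anti-His antibody binding Bid BH3 peptide; 0% = Mcl-1 plus peptide wells and 100% = peptide-only wells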
# Target sequence (Q07820 whole entry, looked up): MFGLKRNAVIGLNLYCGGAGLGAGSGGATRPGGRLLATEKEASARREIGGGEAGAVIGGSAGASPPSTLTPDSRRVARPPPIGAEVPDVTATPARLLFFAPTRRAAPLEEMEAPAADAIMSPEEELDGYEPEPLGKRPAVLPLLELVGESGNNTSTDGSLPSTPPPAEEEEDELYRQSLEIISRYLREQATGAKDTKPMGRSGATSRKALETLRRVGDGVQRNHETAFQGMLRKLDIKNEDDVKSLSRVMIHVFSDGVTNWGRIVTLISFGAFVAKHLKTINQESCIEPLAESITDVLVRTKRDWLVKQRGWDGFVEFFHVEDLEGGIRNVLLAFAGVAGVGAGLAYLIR
# Rac1 wt modul: wildtype Rac1 GTP binding modulators, primary screen, biochemical, GST-Rac1 beads, flow cytometry, multiplex; Ras-related C3 botulinum toxin substrate 1 (Homo sapiens), P63000; fluorescent GTP binding; actives lie on both sides; 0 = cold GTP competed, 100 = untreated; GTP binding activity (% of control), % at 10 µM; actives 0.27% (n = 190,000);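 active means GTP binding activity at least 20 points away from the 100% control level, either lower or higher; inconclusive means compound flagged as likely green fluorescent, judged across all proteins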
# Rac1 mut GTP: GTP binding modulators of activated mutant Rac1, primary screen, biochemical, bead-based flow cytometry, multiplex, fluorescent GTP; Ras-related C3 botulinum toxin substrate 1 (Homo sapiens), P63000; GST-Rac1 activated beads; actives lie on both sides; 100% means binding = to untreated wells; percent activity (GTP binding), % at 10 µM; actives 0.11% (n = 190,000); AID 764, 2007;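 active means GTP binding at least 20 percentage points away from the 100% baseline, in either direction, so actives lie on both sides; inconclusive means Compound likely fluorescent itself, or too few beads counted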
# Mcl-1 Bim block: inhibitors of Bim peptide binding to Mcl-1, primary screen, biochemical, bead-based flow cytometry, multiplex; Induced myeloid leukemia cell differentiation protein Mcl-1 (Homo sapiens), Q07820; Bim peptide-Mcl-1 binding; inhibition, % at 10 µM; actives 0.1% (n = 190,000); in the data active means inhibition above about 40%;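 further: 0% = no compound tracer wells and 100% = peptide blocker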
# Rab2A wt mod: modulators of GTP binding to Rab2A wildtype, primary screen, biochemical, dog, bead-based flow cytometry, multiplex; GTP binding activity, % at 10 µM; AID 760, 2007; actives 0.19% (n = 190,000); GST-Rab2 wt beads, Bodipy-GTP binding;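 active means GTP binding activity at least 20 points away from 100%, either lowered or raised; inconclusive means signal likely due to the compound's own green fluorescence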;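 further: 0% = beads with excess unlabeled GTP and 100% = no-compound control corrected for plate trend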
# Cdc42 wt: modulators of GTP binding to wildtype Cdc42, primary screen, biochemical, multiplex bead flow cytometry, Bodipy-GTP; actives 0.2% (n = 190,000); GST-Cdc42 beads; actives lie on both sides; Cell division control protein 42 homolog (Homo sapiens), P60953; percent activity (GTP binding), % at 10 µM;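 active means percent activity GTP binding at least 20 points away from the 100% baseline, either down as inhibitor or up as activator; inconclusive means compound flagged as likely green fluorescent from well-wide comparison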;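 further: median bead fluorescence of bound Bodipy-FL-GTP at 100 nM; 0% = excess unlabeled GTP control and 100% = no compound control; below 100% means less GTP binding so inhibitor and above means activator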
# Target sequence (P60953 whole entry, looked up): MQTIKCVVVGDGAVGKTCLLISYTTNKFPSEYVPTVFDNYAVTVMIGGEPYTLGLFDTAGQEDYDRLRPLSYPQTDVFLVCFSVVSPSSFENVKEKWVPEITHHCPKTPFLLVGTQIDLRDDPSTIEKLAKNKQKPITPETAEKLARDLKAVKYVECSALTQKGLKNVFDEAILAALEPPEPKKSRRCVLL
# Rab7 wt modul: modulators of GTP binding to Rab7, primary screen, biochemical, wildtype, multiplex bead flow cytometry. actives 0.055% (n = 190,000). GST-Rab7 beads, fluorescent GTP binding; actives lie on both sides; untreated = 100%, excess cold GTP = 0%. Rab7 GTPase wild type (dog), Bodipy-FL-GTP binding. GTP binding activity (percent of control), % at 10 µM;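 active means fluorescent GTP binding to Rab7 beads changed by at least 20 points from the 100% baseline, either direction, mostly lower; inconclusive means compound itself probably fluorescent, or too few beads counted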;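 further: median green fluorescence of bound Bodipy-FL-GTP per Rab7 bead population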
# Mcl1 Noxa PPI: Mcl-1/Noxa binding inhibitors, primary screen, biochemical, TR-FRET, 1536-well. Induced myeloid leukemia cell differentiation protein Mcl-1 (Homo sapiens), Q07820. TR-FRET Mcl-1/Noxa peptide binding, 2 h. inhibition, % at 21.7 µM. actives 1.5% (n = 220,000);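 active means compounds that cut the protein-peptide binding signal by more than 50% relative to plate controls in a single-dose test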;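 further: His-tagged Mcl-1 with rhodamine Noxa BH3 peptide and terbium anti-His antibody; 0% = Mcl-1 plus Noxa peptide wells and 100% = peptide-only wells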
# The depositor's hits bear a star; u = inconclusive; x = not tested or not shown; & = joins results of further samples.
SMILES,Pf gamet viab,HRas wt GTP bind,RGS8-Gao,Mcl1 Bid PPI,Rac1 wt modul,Rac1 mut GTP,Mcl-1 Bim block,Rab2A wt mod,Cdc42 wt,Rab7 wt modul,Mcl1 Noxa PPI
COc1cc(C2N(c3ccc(Cl)c(Cl)c3)C(=O)C3CCCN32)cc(OC)c1OC (stereo not given),x,104,103,-52,107,101,-4,101,107,99,6
COc1ccc2ccccc2c1/C=N/NC(=O)c1cccc(Br)c1,3,104,99,-7,105,103,-1,103,102,104,6
Cc1ccccc1NC(=O)N1C2CCC1CC(O)(c1cccnc1)C2 (stereo not given),x,95,99,-11,94,92,0,96,95,94,13
Cc1nn(-c2ccccc2)c(CC(C)(C)C(=O)O)c1C(=O)O,x,101,99,2,104,97,-4,99,101,99,21
CCCCCOC(=O)C1=C(C)Nc2ncnn2C1c1cccs1 (stereo not given),x,99,104,-35,102,100,-6,100,101,100,12
COc1ccc(S(=O)(=O)N(CC(=O)NCc2ccco2)C2CCCCC2)cc1OC,x,98,105,-3,100,99,-1,98,102,97,-12
OCCN1CCN(c2ncnc3c2sc2nc(N4CCOCC4)c4c(c23)CCC4)CC1,-7,97,131,-32,97,101,0,97,98,93,38
CCOC(=O)c1c(NC(=O)CCC(=O)NCc2ccco2)sc2c1CCCC2,x,103,101,-18,101,99,-2,102,104,100,-3
O=S(=O)(/N=C(/Nc1ccc(F)cc1F)c1ccc(Cl)cc1)c1ccccc1,x,98,101,22,94,95,-1,97,94,98,-5
Cc1ccc(CNC(=O)CCCc2nc3ccccc3s2)cc1,7,90,93,4,98,95,-7,91,93,98,17
C/C(=N\NC(=O)c1ccc(Cl)cc1)c1ccc(Br)s1,x,102,99,-28,100,99,-1,100,100,99,-19
N/C(=N\OC(=O)Cc1ccccc1)c1cccc(Br)c1,9,96,101,-4,98,94,-1,96,92,102,-5

# Some values from above:
# Under Cdc42 wt, COc1cc(C2N(c3ccc(Cl)c(Cl)c3)C(=O)C3CCCN32)cc(OC)c1OC (stereo not given) reads 107
# Under Rac1 mut GTP, COc1ccc(S(=O)(=O)N(CC(=O)NCc2ccco2)C2CCCCC2)cc1OC reads 99

# Next part
SMILES,Pf gamet viab,HRas wt GTP bind,RGS8-Gao,Mcl1 Bid PPI,Rac1 wt modul,Rac1 mut GTP,Mcl-1 Bim block,Rab2A wt mod,Cdc42 wt,Rab7 wt modul,Mcl1 Noxa PPI
COc1ccc(N(Cc2cc3ccc(C)cc3[nH]c2=O)C(=O)c2ccco2)cc1,x,105,99,-30,104,101,0,105,106,98,1
Cc1ccc(C(=O)N2CCN(c3ncccn3)CC2)cc1S(=O)(=O)N1CCCCC1,-16,101,99,-8,102,100,-1,100,100,100,15
NNc1nc(-c2ccccc2)cs1,24,u,91,83*,u,u,-7,u,u,u,4
CCCCCCC(=O)Nc1nc(C)c(-c2csc(Nc3ccc(Cl)cc3)n2)s1,x,102,100,-30,104,101,-1,101,103,99,15
CCOC(=O)Cn1c(=O)oc2cc(S(=O)(=O)Nc3c(C)cc(C)cc3C)ccc21,x,97,102,7,102,99,-1,98,99,96,1
O=C(Cc1ccccc1)Nc1ccccc1C(=O)Nc1ccc(C(=O)O)cc1,-6,103,129,7,100,97,0,100,97,110,3
CCCCNC(=O)c1onc(CSc2ccc(F)cc2)c1C(=O)O,-15,92,101,11,90,87,-1,88,88,93,26
CCN(CC)c1nc2c3c(nc4c(c3c1C#N)CC(=O)N4c1ccc(Cl)cc1)NC(C)=N2,-17,90,101,27,88,92,2,90,92,95,82*
CC1CCc2ccccc2N1C(=N)N(C)C (stereo not given),-1,98,98,-20,100,96,-1,102,97,108,10
Cc1ncc([N+](=O)[O-])n1CC(C)O (stereo not given),x,102,99&96,3&9,104,99,2&4,102,101,100,-21&-23
CCN(CC)S(=O)(=O)c1ccc(N2CCOCC2)c(NC(=O)c2ccccc2)c1,-30,98,120,-29,103,98,1,97,99,100,24
O=C(CCC(=O)Nc1ccccc1)NNC(=O)c1ccco1,x,98,101,-7,96,95,0,97,99,97,10
Cn1c(SCC(=O)Nc2ccc3nc(SCC(=O)N4CCCC4)sc3c2)nnc1-c1ccccc1,x,100,99,35,103,99,-8,100,101,101,97*
Cc1nnc(SCC(=O)NC(=O)NC(C)(C)C)s1,6,97,101,-11,97,95,-2,97,96,104,-2
Cc1ccsc1C(=O)OCC(=O)Nc1ccc(Cl)cc1C(F)(F)F,4,98,102,-26,99,98,-1,96,94,97,2
Cc1ccc(C(=O)OCC(=O)NCc2cccs2)c(C)c1,1,97,102,-30,96,97,0,98,98,99,13
N#CC1=C(S)N=C(N)C(c2nc(-c3ccccc3)cs2)C12CCCCC2 (stereo not given),x,99,84,-73,102,97,-4,97,98,97,-37
CN(C)C(=O)[C@@H]1C[C@H]1[C@@H](NC(=O)OCc1ccccc1)c1ccccc1,x,102,78,6,108,98,-3,103,107,105,-3
CN(C)S(=O)(=O)Nc1ccccc1C(N)=O,x,103,100,11,107,99,1,102,104,103,8
C=CCSC1=C(C#N)C(c2ccccc2Cl)CC(=O)N1 (stereo not given),x,100,98,2,101,98,3,99,99,102,-5
CCOC(=O)C1(CC2CCCCO2)CCN(C(=O)Nc2cccc(SC)c2)CC1 (stereo not given),-1,99,99,-19,104,94,0,100,100,98,11
O=C(CCCN1C(=O)c2ccccc2C1=O)NCC1CCCO1 (stereo not given),0,100,99,6,103,98,-3,103,103,101,17
O=c1c2ccccc2nnn1CSc1ccccc1,-26,100,106,8,104,99,-7,98,101,100,1
Cc1ccc(Cl)cc1NC(=O)CCC(=O)Nc1cc(Cl)ccc1C,x,100,100,-16,102,101,1,97,102,97,7

# Of the compounds above, these have a cyano group.
SMILES,Pf gamet viab,HRas wt GTP bind,RGS8-Gao,Mcl1 Bid PPI,Rac1 wt modul,Rac1 mut GTP,Mcl-1 Bim block,Rab2A wt mod,Cdc42 wt,Rab7 wt modul,Mcl1 Noxa PPI
CCN(CC)c1nc2c3c(nc4c(c3c1C#N)CC(=O)N4c1ccc(Cl)cc1)NC(C)=N2,-17,90,101,27,88,92,2,90,92,95,82*
N#CC1=C(S)N=C(N)C(c2nc(-c3ccccc3)cs2)C12CCCCC2 (stereo not given),x,99,84,-73,102,97,-4,97,98,97,-37
C=CCSC1=C(C#N)C(c2ccccc2Cl)CC(=O)N1 (stereo not given),x,100,98,2,101,98,3,99,99,102,-5

# Single records (already shown):
# CC1CCc2ccccc2N1C(=N)N(C)C (stereo not given) across the screens: Pf gamet viab: -1; HRas wt GTP bind: 98; RGS8-Gao: 98; Mcl1 Bid PPI: -20; Rac1 wt modul: 100; Rac1 mut GTP: 96; Mcl-1 Bim block: -1; Rab2A wt mod: 102; Cdc42 wt: 97; Rab7 wt modul: 108; Mcl1 Noxa PPI: 10
# Cc1ccccc1NC(=O)N1C2CCC1CC(O)(c1cccnc1)C2 (stereo not given) across the screens: Pf gamet viab: x; HRas wt GTP bind: 95; RGS8-Gao: 99; Mcl1 Bid PPI: -11; Rac1 wt modul: 94; Rac1 mut GTP: 92; Mcl-1 Bim block: 0; Rab2A wt mod: 96; Cdc42 wt: 95; Rab7 wt modul: 94; Mcl1 Noxa PPI: 13

# Continued.
SMILES,Pf gamet viab,HRas wt GTP bind,RGS8-Gao,Mcl1 Bid PPI,Rac1 wt modul,Rac1 mut GTP,Mcl-1 Bim block,Rab2A wt mod,Cdc42 wt,Rab7 wt modul,Mcl1 Noxa PPI
CN1CCN(C(=S)Nc2ccc(Cl)cc2)CC1,x,96,99,-26,98,93,0,97,95,104,4
Cn1c(=O)c2c(nc(Sc3n[nH]c(N)n3)n2Cc2ccccc2Cl)n(C)c1=O,31,103,102,-1,108,100,-1,99,101,102,-4
CC(C)(C)NC(=O)CC(CC(=O)O)c1ccccc1 (stereo not given),x,u,102,-19,u,u,0,u,u,u,15
COc1cc(C2=NC(CO)(CO)CO2)cc(OC)c1OC,-14,105,106,-12,101,99,12,105,101,105,5
OC1CCN(C(=S)Nc2ccc(Oc3ccccc3)cc2)CC1,-18,104,104,-40,101,98,-2,105,102,105,18
CCOC(=O)C1CCN(C(=O)c2c(-c3ccccc3)noc2C)CC1,-2,98,97,-29,101,96,-1,98,101,100,-8
O=C(COc1ccccc1)NNc1nc2c(F)cc(F)cc2s1,3,93,99,-35,95,89,0,92,91,99,-9
COCCn1c(N)c(C(=O)Nc2sc3c(c2C(=O)OC)CCCC3)c2nc3ccccc3nc21,x,63*,99,-20,77*,80,18,69*,63*,84,13
O=C(NCc1nc2ccccc2[nH]1)c1c(F)c(F)c(F)c(F)c1F,-3,94,100,-25,96,92,0,96,95,92,12
COc1ccc(CNC(=O)Cn2cc([N+](=O)[O-])nc2C)cc1,x,100,101,1,104,98,0,99,103,100,-5
CCOC1=NN(c2ccccc2)C(=O)/C1=C\N(C)C,-13,97,100,-15,99,96,0,99,95,99,-5
O=c1c2ccccc2nc(-c2ccc(Cl)cc2Cl)n1O,-25,97,98,18,100,93,-4,101,97,107,-3
CN(C)CCNC(=O)CN1C(=O)COc2ccc(C(C)(C)C)cc21,x,98,110,8,101,96,-4,100,99,101,-9
O=C(NCc1csc(-c2ccccc2)n1)c1ccco1,x,102,101,-23,103,101,-8,99,103,99,-11
CC(C)CNC(=S)NC(=O)c1ccccc1Cl,x,101,105,-15,102,104,-5,99,103,98,-5
Cc1noc(C)c1CSc1nnc(-c2ccncc2)n1-c1cccc(Cl)c1C,x,100,100,-14,106,101,-5,103,103,99,4
O=C(CSc1n[nH]c(-c2ccccc2)n1)Nc1ccc(Br)cn1,x,100,101,-6,106,103,1,99,102,99,4
COc1ccc(C(=O)NCc2ccc3[nH]c(C)cc3c2)cc1OC,-2,101,100,-48,99,95,-1,103,97,107,7

# Compound activity from PubChem.
